HCMV inh = blocks human cytomegalovirus replication | HFF cells, HCMV-luciferase reporter, 72 h; active compounds read low | activity change, negative = inhibition, % at 57.5 µM | hit rate 4.5% among 410,000 | AID 1259415; in the data active means activity change below about -60%; inconclusive means no clear call, values can overlap the other calls; inactive means above about -39%
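Human foreskin fibroblasts infected with luciferase-reporter HCMV at MOI 1 PFU/cell, compounds at two doses. Luciferase measured 72 h post infection; normalized to buffer-only basal and Salinomycin (10uM) controls.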
HCV inhibitor = inhibitors of hepatitis C virus infection | Huh7.5.1 HCVcc-Cre infection, luciferase reporter, 44 h | Potency, µM (titrated, usually from 41.8 µM), without a hit: at the top dose activity change, negative = inhibition, hits mostly inhibitors | hit rate 3.4% among 340,000 | AID 651820; further: potency means the concentration at half of the fitted maximal effect
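HCVcc-Cre virus at an moi near 0.5 was added right after compound to cells cultured 4 h from seeding (1,000 cells/well). Luciferase activity was determined 44 h later, 15 min after substrate addition at RT.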
Sm TGR block = inhibitors of Schistosoma mansoni thioredoxin glutathione reductase | Q962Y6 | purified TGR, DTNB reduction, TNB absorbance 405 nm | Potency, µM (series often up to 114 µM), inactives show top-dose activity change, negative = inhibition, usual class: inhibitors | hit rate 3% among 360,000 | AID 485364; further: potency means the concentration at half of the fitted maximal effect; nearly all actives have a fitted effect of over 60% in size
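TGR 20 nM + NADPH 100 uM (dispensed conc.), cpd preinc 15 min RT; start with NADPH (500 uM addition) then DTNB (15 mM addition). Kinetic TNB absorbance, 405 nm filter. Four-parameter Hill fit across titration.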
AmpC inh detg = inhibitors of E. coli AmpC beta-lactamase with detergent. P00811. AmpC hydrolysis of nitrocefin, absorbance 480 nm, 0.01% Triton. Potency, µM (titrated, usually from 114 µM), inactives show at the highest dose activity change, negative = inhibition, actives largely listed as inhibitors. hit rate 0.041% among 370,000;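 further: potency means the concentration at half of the fitted maximal effect; 0% = no-compound wells and -100% = no-enzyme wells; nearly all actives have a fitted effect of over 25% in size; some results filed as inactive show a strong effect at the top dose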
Target sequence (P00811 whole entry, looked up): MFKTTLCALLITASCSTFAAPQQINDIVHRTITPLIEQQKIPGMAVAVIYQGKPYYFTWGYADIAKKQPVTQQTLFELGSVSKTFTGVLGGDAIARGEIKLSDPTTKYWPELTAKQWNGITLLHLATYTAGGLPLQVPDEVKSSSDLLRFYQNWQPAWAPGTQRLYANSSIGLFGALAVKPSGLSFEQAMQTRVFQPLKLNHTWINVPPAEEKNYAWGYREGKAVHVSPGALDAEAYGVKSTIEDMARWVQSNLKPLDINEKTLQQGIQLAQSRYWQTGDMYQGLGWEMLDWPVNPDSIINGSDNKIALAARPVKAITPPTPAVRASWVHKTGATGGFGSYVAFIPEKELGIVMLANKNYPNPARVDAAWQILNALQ
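AmpC (5.3 nM in the dispensed reagent) in 20 mM phosphate pH 7.0 with 0.01% (detergent screen) or 0.0001% Triton X-100 was preincubated with compounds for 15 min at room temperature. Nitrocefin was then added from an 800 uM solution, and hydrolysis was followed at 480 nm.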
AmpC inh no detg = blocks E. coli AmpC beta-lactamase in detergent-free assay; hit rate 0.52% among 330,000; AID 485341; Potency, µM (doses to about 57.1 µM), for the others: top-dose activity change, negative = inhibition, most hits filed as inhibitors; AmpC nitrocefin hydrolysis, absorbance 480 nm, 0.0001% Triton;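 further: potency means the concentration at half of the fitted maximal effect; plate controls were no compound for no effect and no enzyme for full effect; nearly all actives have a fitted effect of over 20% in size; some results filed as inactive show a strong effect at the top dose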
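20 mM phosphate pH 7.0 + 0.01% (detergent screen) or 0.0001% Triton X-100; 5.3 nM AmpC reagent; cpd preinc 15 min RT; nitrocefin (800 uM stock) to start; A480 q20 s × 4 min; Activity was normalised to no-enzyme and no-compound control wells.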
Giardia FBPA inh = inhibitors of Giardia lamblia fructose-1,6-bisphosphate aldolase; A8B2U2; purified Giardia FBPA; Potency, µM (doses to about 59.6 µM), without a hit: at the highest dose activity, negative = inhibition, most hits filed as inhibitors; hit rate 0.71% among 290,000; AID 2451; further: potency means the concentration at half of the fitted maximal effect; nearly all actives have a fitted effect of over 55% in size
Target sequence (A8B2U2 whole entry, looked up): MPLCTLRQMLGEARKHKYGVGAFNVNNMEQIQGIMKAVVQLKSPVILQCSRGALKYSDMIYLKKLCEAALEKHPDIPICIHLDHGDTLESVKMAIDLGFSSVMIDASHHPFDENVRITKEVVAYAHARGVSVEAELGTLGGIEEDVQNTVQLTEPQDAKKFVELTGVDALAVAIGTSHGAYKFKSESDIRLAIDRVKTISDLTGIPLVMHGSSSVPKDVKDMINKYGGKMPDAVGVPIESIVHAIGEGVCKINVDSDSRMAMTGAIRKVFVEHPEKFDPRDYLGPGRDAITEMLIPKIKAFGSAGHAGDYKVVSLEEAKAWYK
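40 nM FBPA preincubated 10 min at RT with compound (up to 57.5 uM final), then substrate plus GAPDH/TPI/NAD/arsenate coupling and diaphorase/resazurin added. Fluorescence read after 20 min at RT, 525/598 nm.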
* hit, by the source's call; ? = inconclusive; / = not tested or not shown; [ ] = dose if it differs, or a comment. Unless noted, the call rests on the fitted dose curve; in most records, active means well fitted curve in the direction sought with a large enough effect; inconclusive means small, poorly fitted or top-dose-only effect, or another doubt; inactive means no such curve, though single readings can be large; an effect the other way counts as inactive or inconclusive. Unless noted, on the % scale 0 is the no-effect control and ±100 the full control effect.

SMILES	HCMV inh	HCV inhibitor	Sm TGR block	AmpC inh detg	AmpC inh no detg	Giardia FBPA inh
CCOC(=O)C1=C(N)n2c(s/c(=C\c3ccco3)c2=O)=C(C(=O)OCC)C1c1ccco1 (configuration not stated)	-26	?	-35%	6%	-35%	0%
Cc1cc(C)cc(NC(=O)CCN2C(=O)c3ccccc3C2=O)c1	-12	26%	-7%	1%	-7%	0%
CC(=O)Nc1scc(C)c1-c1nc2ccccc2s1	83	-71%	5%	-9%	-10%	-12%
CCn1c(SCc2c(Cl)cccc2Cl)nnc1-c1nn(-c2ccccc2)ccc1=O	8	-11%	100µM*	-8%	93%[activator]	16%
CC1(C)C(=O)Nc2ccccc2N1C(=O)COC(=O)c1cccnc1Cl	10	-5%	/	/	-24%	/
Cc1ccc(N2CC(c3nc4ccccc4n3C)CC2=O)cc1 (configuration not stated)	8	-21%	16%	?	-4%	0%
Nc1cc(=O)[nH]c(SCC(=O)Nc2ncc(C(F)(F)F)cc2Cl)n1	-32	34%[activator]	/	0%	-25%	0%
CC(=O)C1=C(O)C(=O)N(c2ccccn2)C1c1ccccc1[N+](=O)[O-] (configuration not stated)	78	9%	-6%	1%	-14%	-23%
Cc1cc(C)cc(NC(=O)Nc2ccc(NC(=O)c3ccccc3O)cc2)c1	-8	?	2%	-3%	-44%	-9%
CN(C)c1nc(N2CCOCC2)nc(N(c2ccccc2)c2ccccc2)n1	66	18%	5%	?	-8%	0%
O=C(NCCN1CCOCC1)c1ccc(Cl)c(Cl)c1	28	9%	-21%	?	-9%	6%
O=C(CSC1=NCCN1)Nc1cccc([N+](=O)[O-])c1	13	-10%	10%	9%	-26%	-14%
CCn1cc(C(=O)O)c(=O)c2cc(S(=O)(=O)N3CCCCCC3)ccc21	-17	17%	-1%	-8%	-4%	-8%
COc1ccc(-c2nnn(CC(=O)N(Cc3cccs3)C(C)C(=O)NC3CCCC3)n2)cc1OC (configuration not stated)	16	-24%	5%	?	96%[activator]	17%
O=C(c1cccc(N2C(=O)c3ccccc3C2=O)c1)N1CCCCCC1	-12	-5%	-5%	-4%	-25%	-1%

2 compounds drawn at random from the list so far, as already listed:
SMILES	HCMV inh	HCV inhibitor	Sm TGR block	AmpC inh detg	AmpC inh no detg	Giardia FBPA inh
CCn1c(SCc2c(Cl)cccc2Cl)nnc1-c1nn(-c2ccccc2)ccc1=O	8	-11%	100µM*	-8%	93%[activator]	16%
CC1(C)C(=O)Nc2ccccc2N1C(=O)COC(=O)c1cccnc1Cl	10	-5%	/	/	-24%	/

(listing goes on)
SMILES	HCMV inh	HCV inhibitor	Sm TGR block	AmpC inh detg	AmpC inh no detg	Giardia FBPA inh
CC(C)C(C(=O)N1CCN(C(=O)OC(C)(C)C)CC1)n1cc(-c2cn([C@@H](C)C(=O)N3CCN(C(=O)OC(C)(C)C)CC3)nn2)nn1 (some centres not stated)	/	/	-1%	-4%	88%[activator]	10%
COc1ccc(Br)cc1CNC(C)c1ccccc1 (configuration not stated)	-8	13%	2%	?	-21%	-1%
O=C(c1ccc(F)cc1)C(CCCCCC(CN1CCOCC1)C(=O)c1ccc(F)cc1)CN1CCOCC1 (configuration not stated)	-21	?	-32%	-11%	192%[activator]	-14%
CCCN1CCN(c2nc(-c3cccs3)nc3ccccc23)CC1	-35	?	-1%	-1%	7%	8%
CCOC(=O)CCc1n[nH]c(=O)[nH]c1=O	14	22%	-24%	-7%	-13%	-9%
CCN1CCN(CCCNC(=O)CCC(=O)N2CCOc3ccccc32)CC1	-31	13%	-19%	-2%	-17%	-2%
O=C1NC(=NCc2ccccc2)S/C1=C/c1ccc(O)cc1	-62*	?	4%	10%	1%	12%
CCN(C(=O)COC(=O)c1ccc(SC)cc1OC)C1CCS(=O)(=O)C1 (configuration not stated)	30	6%	/	/	13%	/
NC(=O)CSc1nnc(Cc2csc(Nc3ccccc3)n2)n1Cc1ccccc1	-35	1%	-21%	-8%	78%[activator]	-1%
COc1ccc(-c2nnc(Nc3ccc(OCC(N)=O)cc3)c3ccccc23)cc1	-33	/	-3%	14%	/	/
COCCNC(=O)CCCn1c(SCc2ccccc2C)nc2c(sc3ccccc32)c1=O	?	/	-1%	18%	/	/
CN(C(=O)COC(=O)c1cccc(S(=O)(=O)N2CCOCC2)c1)C1CCS(=O)(=O)C1 (configuration not stated)	/	33%[activator]	1%	?	0%	/
O=C(Oc1ccccc1)c1cc2ccccc2oc1=O	-30	-7%	-1%	?	-18%	1%
COc1ccc2c(C)c(CCC(=O)NCc3ccc(Cl)cc3)c(=O)oc2c1C	-6	/	2%	-10%	/	/
CCn1c(Cc2ccccc2)nnc1SCC(=O)Nc1ccc(OC)cc1	27	?	2%	3%	0%	-4%
O=C(COc1ccc(Cl)cc1)OCc1cc(=O)n2nc(C3CC3)sc2n1	-1	/	-2%	-7%	/	/
COc1ccc(Br)c(C(=O)Nc2cc3c(cc2N2CCCC2)n(C)c(=O)c(=O)n3C)c1	8	/	-5%	5%	/	/
COc1ccc(NS(=O)(=O)c2ccc(SC)cc2)cc1	-23	4%	-1%	-21%	-38%	-1%
C/C(=N\NC(=S)NC(C)C)c1ccc(-n2ccnc2)cc1	-13	6%	-25%	1%	-16%	-16%
O=C1/C(=C/c2ccc(C(=O)O)cc2)CCC/C1=C\c1ccc(C(=O)O)cc1	-16	7%	-15%	1%	-1%	17%
CC(=O)NC(CCS(C)(=O)=O)C(=O)Nc1cccc(C(C)=O)c1 (configuration not stated)	1	16%	45µM*	-2%	-20%	-1%
Cc1ccccc1NC(=O)N1CCN(c2ncccn2)CC1	-19	5%	8%	-1%	-10%	5%
CC(C)c1ccc(C2C(C#N)=C(N)N3C(=C2C#N)Sc2ccccc23)cc1 (configuration not stated)	/	/	8%	6%	-18%	/
Cc1ccc(C)n1-c1nnc(N2CCCC(C(=O)NCc3cccc(Cl)c3)C2)s1 (configuration not stated)	-8	/	-29%	24%	/	/
CCCCOC(=O)CCc1nc2ccccc2[nH]c1=O	2	23%	-7%	-1%	-15%	-3%
CC(C)N(Cc1ccccc1)C(=O)Cn1c(=O)cnc2ccccc21	-10	-2%	9%	3%	-1%	2%
COc1ccc(C(C[N+](=O)[O-])n2nc(C)cc2C)cc1 (configuration not stated)	-11	?	?	?	-26%	-21%
CC(C)N1CCN(Cc2ccoc2)CC1CCO (configuration not stated)	5	-2%	19%	-3%	-10%	-2%
COc1cccc(CNC(=O)Cn2ncc3c4ccccc4n(C)c3c2=O)c1	17	/	-1%	0%	/	/
CCNS(=O)(=O)c1ccc(NC(=S)N2CCc3ccccc32)cc1	16	-3%	-16%	?	-33%	-19%

A second format for part of the listing above.
SMILES,HCMV inh,HCV inhibitor,Sm TGR block,AmpC inh detg,AmpC inh no detg,Giardia FBPA inh
CCn1c(Cc2ccccc2)nnc1SCC(=O)Nc1ccc(OC)cc1,27,?,2%,3%,0%,-4%
O=C(COc1ccc(Cl)cc1)OCc1cc(=O)n2nc(C3CC3)sc2n1,-1,/,-2%,-7%,/,/
COc1ccc(Br)c(C(=O)Nc2cc3c(cc2N2CCCC2)n(C)c(=O)c(=O)n3C)c1,8,/,-5%,5%,/,/
COc1ccc(NS(=O)(=O)c2ccc(SC)cc2)cc1,-23,4%,-1%,-21%,-38%,-1%
C/C(=N\NC(=S)NC(C)C)c1ccc(-n2ccnc2)cc1,-13,6%,-25%,1%,-16%,-16%
O=C1/C(=C/c2ccc(C(=O)O)cc2)CCC/C1=C\c1ccc(C(=O)O)cc1,-16,7%,-15%,1%,-1%,17%
CC(=O)NC(CCS(C)(=O)=O)C(=O)Nc1cccc(C(C)=O)c1 (configuration not stated),1,16%,45µM*,-2%,-20%,-1%
Cc1ccccc1NC(=O)N1CCN(c2ncccn2)CC1,-19,5%,8%,-1%,-10%,5%
CC(C)c1ccc(C2C(C#N)=C(N)N3C(=C2C#N)Sc2ccccc23)cc1 (configuration not stated),/,/,8%,6%,-18%,/
Cc1ccc(C)n1-c1nnc(N2CCCC(C(=O)NCc3cccc(Cl)c3)C2)s1 (configuration not stated),-8,/,-29%,24%,/,/
CCCCOC(=O)CCc1nc2ccccc2[nH]c1=O,2,23%,-7%,-1%,-15%,-3%
CC(C)N(Cc1ccccc1)C(=O)Cn1c(=O)cnc2ccccc21,-10,-2%,9%,3%,-1%,2%
COc1ccc(C(C[N+](=O)[O-])n2nc(C)cc2C)cc1 (configuration not stated),-11,?,?,?,-26%,-21%
CC(C)N1CCN(Cc2ccoc2)CC1CCO (configuration not stated),5,-2%,19%,-3%,-10%,-2%
COc1cccc(CNC(=O)Cn2ncc3c4ccccc4n(C)c3c2=O)c1,17,/,-1%,0%,/,/
CCNS(=O)(=O)c1ccc(NC(=S)N2CCc3ccccc32)cc1,16,-3%,-16%,?,-33%,-19%

(next part)
SMILES	HCMV inh	HCV inhibitor	Sm TGR block	AmpC inh detg	AmpC inh no detg	Giardia FBPA inh
CC1(C)CC(=O)C2=C(C1)N(c1ccccc1)C(=O)CC2c1ccc(O)cc1 (configuration not stated)	55	19%	0%	3%	-19%	4%
COc1ccc(NC(=O)COC(=O)C2CCCCC2)c([N+](=O)[O-])c1	42	-2%	-10%	-5%	-10%	-1%
Cc1occc1C(=O)N/N=C/c1ccc(N(C)C)cc1	-4	-17%	-1%	7%	-18%	-1%
O=C(CSc1nc2c(c(=O)[nH]1)CN(Cc1ccc3c(c1)OCO3)CC2)Nc1cccc(Cl)c1	5	/	7%	0%	/	/
O=C(NC1CCN(C(=S)Nc2ccc(F)cc2)CC1)c1ccco1	-20	21%	-6%	-10%	-5%	2%
CC1Sc2ccc(S(=O)(=O)CCC(=O)Nc3ccc(C(C)C)cc3)cc2NC1=O (configuration not stated)	?	-29%	1%	-11%	-30%	6%
O=C(COc1ccc(Cl)cc1)NCc1cn2cc(Cl)ccc2n1	2	9%	6%	-5%	4%	1%
CCc1ccccc1NC(=O)C1=C(C)C(=O)OC12CCCCCC2	0	/	3%	3%	/	/
Cc1cc(C)cc(NC(=O)CC2NCCNC2=O)c1 (configuration not stated)	9	21%	1%	-3%	-16%	-1%
C=CCNC(=O)COc1c(C)ccc(C)c1C	-27	-1%	-8%	-2%	2%[2.29 µM]	3%
O=C(NC1CCN(C(=S)NCCc2ccccc2)CC1)C1CCCCC1	-28	14%	3%	-8%	-9%	12%
Cc1ccc(CN2CCC(CNC(=O)C3CCCN(c4ncnc5c4nc4n5CCCCC4)C3)CC2)cc1 (configuration not stated)	-29	?	3%	-2%	55%	8%
CCOC(=O)Cc1csc(NC(=O)c2ccc(NC(C)=O)cc2)n1	-3	-6%	-9%	0%	-29%	-16%
CCOC(=O)c1ccc(NC(=S)N2CCCC(C)C2)cc1 (configuration not stated)	?	-2%	4%	0%	1%[2.29 µM]	3%
COc1ccc(-c2nnc(SCC(=O)N3CCCC(C)C3)o2)c(OC)c1 (configuration not stated)	?	-2%	-12%	-17%	65%[activator]	0%
COC(=O)Cn1cc([N+](=O)[O-])nc1C	16	-4%	-3%	?	-18%	0%
Cc1cc(C(=O)NCc2cc(C(=O)O)oc2C)c(C)o1	-15	10%	?	0%	-11%	10%

From PubChem
